S-ASM inh: human S-ASM enzyme inhibition; P17405; placental ASM, HMU-PC fluorogenic substrate, 60 min; Potency, µM (series often up to 57.5 µM), without a hit: at the highest dose activity change, negative = inhibition, most hits filed as inhibitors; hit rate 0.006% among 340,000; note: potency is the fitted concentration of half-maximal effect
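Steps: dispense placental human ASM, pin compound, wait 10 min at room temperature, add HMU-PC0 substrate at 9 uM final, incubate 60 min at 37 °C, add stop solution raising pH to 10, read fluorescence.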
Eya2 inh: inhibitors of human Eya2 phosphatase activity | hit rate 0.006% among 330,000 | recombinant Eya2, OMFP fluorescence dephosphorylation (OMFP is methylfluorescein phosphate) | O00167 | Potency, µM (titrated, usually from 76.9 µM), for the others: at the highest dose activity, negative = inhibition, actives largely listed as inhibitors; note: potency is the fitted concentration of half-maximal effect; % is set by controls: 0 for no effect and ±100 for the full control effect
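Eya2 protein (added as 0.2 uM solution) was preincubated with compound for 10 min at ambient temperature in 50 mM HEPES pH 7.5, 50 mM NaCl, 5 uM MgCl2, 0.05% BSA, 1 mM DTT. OMFP (added at 50 uM) then reacted 10 min; fluorescence read at 485/525 nm.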
ELG1 genotox: genotoxicity induction in ELG1-luciferase HEK293T cells | HEK293T ELG1-luciferase reporter, luminescence, 16 h | AID 504466 | hit rate 1.3% among 330,000 | Potency, µM (highest dose often 46 µM), without a hit: at the top dose activity change, positive = activation, actives largely listed as activators; note: potency is the fitted concentration of half-maximal effect; % of control where 0% means no effect; nearly all actives have a fitted effect of over 60% in size
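16 hr compound incubation (37 °C, 5% CO2) of HEK293T cells carrying luciferase-tagged ELG1; luciferase then measured by ONE-Glo luminescence after 30 min at RT.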
PTAP TSG101 blk: blocks PTAP/TSG101 interaction to inhibit HIV-1 budding | Fluorescence polarization, FITC-PTAP peptide / Tsg101 binding | Potency, µM (series often up to 115 µM), without a hit: top-dose activity change, negative = inhibition, hits mostly inhibitors | 340,000 tested, under 10 active; active = well fitted inhibition curve with a large enough effect in the main read-out, with a control signal flat, not every such curve was filed as active; inconclusive = small, poorly fitted or top-dose-only effect, or effect the other way, or a change in a side signal; inactive = no such curve, though single readings can be large or run the other way; note: potency is the fitted concentration of half-maximal effect; % of control where 0% means no effect
Target sequence (Q99816 whole entry, looked up): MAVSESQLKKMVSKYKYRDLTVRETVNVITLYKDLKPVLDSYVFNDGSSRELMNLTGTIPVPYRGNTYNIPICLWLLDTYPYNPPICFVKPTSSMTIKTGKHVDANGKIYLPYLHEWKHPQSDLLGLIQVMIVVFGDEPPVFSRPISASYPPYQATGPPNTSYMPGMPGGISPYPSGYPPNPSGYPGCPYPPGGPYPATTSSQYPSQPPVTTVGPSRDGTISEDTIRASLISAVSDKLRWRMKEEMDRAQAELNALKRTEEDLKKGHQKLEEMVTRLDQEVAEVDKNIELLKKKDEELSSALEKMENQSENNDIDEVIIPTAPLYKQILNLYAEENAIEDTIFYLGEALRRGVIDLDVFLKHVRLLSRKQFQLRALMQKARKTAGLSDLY
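Compounds were pin-transferred onto Tsg101 binding domain (10 uM final) in HEPES pH 7.5 buffer, then FITC-PTAP peptide was added at 50 nM final. After 20 min at RT, polarization reported peptide displacement across a qHTS concentration series.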
USP2a block: blocks human ubiquitin-specific protease USP2a | O75604 | USP2 core, Ub-CHOP2 coupled fluorogenic reporter, 485/531 | Potency, µM (highest dose often 38.3 µM), for the others: at the top dose activity change, negative = inhibition, actives largely listed as inhibitors | hit rate 0.01% among 330,000;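 note: potency is the fitted concentration of half-maximal effect; plate controls were DMSO wells for no effect and full inhibition by NEM control for full effect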
Target sequence (O75604 whole entry, looked up): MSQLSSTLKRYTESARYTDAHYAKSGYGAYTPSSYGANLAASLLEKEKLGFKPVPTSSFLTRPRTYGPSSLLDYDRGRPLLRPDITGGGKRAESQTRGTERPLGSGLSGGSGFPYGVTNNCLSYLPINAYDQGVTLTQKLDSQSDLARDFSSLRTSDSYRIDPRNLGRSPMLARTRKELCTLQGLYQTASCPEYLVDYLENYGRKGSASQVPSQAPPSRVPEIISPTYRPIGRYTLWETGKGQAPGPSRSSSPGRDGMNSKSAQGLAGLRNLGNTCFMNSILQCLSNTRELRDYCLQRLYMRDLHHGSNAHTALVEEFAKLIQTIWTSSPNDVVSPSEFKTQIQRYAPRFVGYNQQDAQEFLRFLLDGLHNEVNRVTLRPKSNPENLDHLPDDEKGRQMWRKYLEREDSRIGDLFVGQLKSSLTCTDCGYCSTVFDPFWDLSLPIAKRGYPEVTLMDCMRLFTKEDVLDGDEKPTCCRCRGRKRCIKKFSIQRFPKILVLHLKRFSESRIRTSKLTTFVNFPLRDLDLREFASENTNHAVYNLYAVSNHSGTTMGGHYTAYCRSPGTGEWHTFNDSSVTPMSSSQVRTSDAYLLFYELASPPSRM
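USP2 core (10nM final) preincubated 30min RT with compound in 20mM Tris-HCl pH 8.0, 2mM CaCl2, 2mM beta-mercaptoethanol, 0.05% CHAPS; 25nM Ub-CHOP2 plus 25nM reporter substrate added, fluorescence (Ex485/Em531) read after 60min.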
p53 reactivator: mutant p53 re-activation in reporter cells; AID 504706; Potency, µM (series often up to 92.2 µM), inactives show at the top dose activity change, positive = activation, actives largely listed as activators; hit rate 0.063% among 320,000; H1299 p53-A138V BP100-luciferase reporter, luminescence, 24 h; note: potency is the fitted concentration of half-maximal effect; % of control where 0% means no effect; nearly all actives have a fitted effect of over 45% in size
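H1299 (p53-null), stable ts p53-A138V + BP100-Luc; 1000 cells/well, Opti-MEM/10% FBS; cpd 4 pt, 1:5; 24 h, 37 deg C, 5% CO2; detection reagent 10 min RT; luminescence.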
BRCA1 expr act: BRCA1 expression activation; MCF7-BRCA1-FFLuc reporter, luminescence, 48 h; response scale: scaled: vehicle 0%, 10 µM genistein 100%; Potency, µM (top dose mostly 46.1 µM), for inactives: at the highest dose activation, usual class: activators; hit rate 1.1% among 380,000; note: potency is the fitted concentration of half-maximal effect; nearly all actives have a fitted effect of over 80% in size; some results filed as inactive show a strong effect at the top dose
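MCF7-BRCA1-FFLuc, 2000 cells/well; 2 h attach, 37 °C/5% CO2; compound 48 h; luciferase substrate 15 min; luminescence end-point. Norm. to genistein 10 microM max activation and DMSO; concentration-response curves fitted.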
a7 integrin act: activates integrin-mediated alleviation for muscular dystrophy; hit rate 0.064% among 350,000; alpha7betagal myoblasts, beta-gal FDG fluorescence, 48 h; Potency, µM (highest dose often 38.3 µM), for inactives: top-dose activation, usual class: activators;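 note: potency is the fitted concentration of half-maximal effect; 100% = response of the positive control SU9516; nearly all actives have a fitted effect of over 60% in size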
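Alpha7betagal+/- myoblasts (passage 13) were plated 16-24 hr, then exposed to compounds (1:260 dilution of DMSO stock) for 48 hours at 37C. After MPER lysis, β-galactosidase reporter activity was read as FDG fluorescence (ex 480/em 540) after 30 minutes.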
TRPV1 ag: activates the human vanilloid receptor TRPV1. TRPV1-expressing cells, Fluo-8 calcium influx, agonist mode. activation, % at 8.33 µM. hit rate 0.19% among 320,000. AID 540275; in the data active = activation above about 80%; inconclusive = between about 30% and that limit; note: 0% is about no effect
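TRPV1-expressing cells were cultured overnight at 35.5C and loaded with Fluo-8 calcium dye for 40 to 90 min at room temperature. After a 10 s baseline, compound was added and calcium influx was read kinetically for 3 min (ex 480/em 520 nm).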
uPA generation: cell surface uPA generation inhibition; Potency, µM (titrated, usually from 38.3 µM), inactives show at the top dose activity change, negative = inhibition, actives largely listed as inhibitors; cell surface uPA generation assay, qHTS; hit rate 0.31% among 330,000; active = well fitted inhibition curve with a large enough effect; inconclusive = small, poorly fitted or top-dose-only effect; inactive = no such curve, though single readings can be large or run the other way; tested in mouse RAW 264.7 cells; note: potency is the fitted concentration of half-maximal effect; % is set by controls: 0 for no effect and ±100 for the full control effect; nearly all actives have a fitted effect of over 55% in size
B2AR arrestin: agonists driving beta-arrestin recruitment to human beta2-adrenergic receptor. P07550. beta-arrestin recruitment to beta2AR, cell-based reporter. Potency, µM (highest dose often 46.1 µM), for inactives: top-dose activation, most hits filed as activators. hit rate 0.02% among 330,000;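 note: potency is the fitted concentration of half-maximal effect; 0% = DMSO controls and full agonism = EC100 isoproterenol or metaproterenol; nearly all actives have a fitted effect of over 65% in size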
The depositor's hits bear a star; i = inactive; u = inconclusive; x = no result given; [ ] = remark or other dose. Unless noted, calls come from the whole dose curve; as a rule, active = well fitted curve in the direction sought with a large enough effect; inconclusive = small, poorly fitted or top-dose-only effect, or another doubt; inactive = no such curve, though single readings can be large; an effect the other way counts as inactive or inconclusive.

Values run as follows: S-ASM inh, Eya2 inh, ELG1 genotox, PTAP TSG101 blk, USP2a block, p53 reactivator, BRCA1 expr act, a7 integrin act, TRPV1 ag, uPA generation, B2AR arrestin
CC(NC(=O)COC(=O)c1ccccc1O)C1CC2CCC1C2 (centres undefined)
  -0.9%, -28.5%, -0.3%, 0.9%, 4.8%, 3.5%, -18.2%, -5.4%, x, 4.2%, 0.0%
C/C(CC(=O)N1CCN(C=O)CC1)=N\NC(=O)c1ccc(Cl)cc1
  -1.5%, -1.0%, -0.9%, -2.0%, 0.0%, 0.0%, -6.1%, 14.1%, 0.5, 7.3%, 0.2%
COc1cc(/C=C2/SC(=O)N(Cc3ccccc3Cl)C2=O)ccc1OCc1ccncc1
  0.9%, -13.8%, -2.4%, -0.5%, 1.7%, -0.6%, -5.9%, -8.1%, -0.6, 0.6%, -0.8%
COc1ccc(OCCCN2CCCCCC2)cc1
  6.1%, -12.5%, -1.5%, -1.8%, -4.3%, 1.5%, 0.0%, -20.4%, 4.5, 2.2%, 0.2%
Cc1cc(NC(=O)c2ccc(F)cc2)no1
  5.6%, -8.2%, u, 0.1%, -0.1%, x, u, 8.3%, -1.6, -20.8%, -3.9%
CS(=O)(=O)c1ncc(Cl)c(C(=O)Nc2ccc(N3CCOCC3)cc2)n1
  -1.4%, -15.0%, u, -9.4%, 0.2%, -33.7%[inhibitor], -37.0%, -53.3%[inhibitor], -2.0, u, -0.4%
COc1cc(OC)cc(OC(=O)c2ccc3c(=O)n4c(nc3c2)CCC4)c1
  6.4%, -2.1%, 3.5%, -5.9%, 0.9%, 1.0%, -6.2%, 14.9%, -3.9, -3.1%, -0.5%
CCOc1ccc(S(=O)(=O)Nc2ccccc2C(=O)NCC2CCCO2)cc1 (centres undefined)
  1.6%, 1.6%[15.4 µM], -2.3%, 0.2%, 0.5%, -3.3%, 3.0%, 11.0%, -0.9, -3.4%, -0.5%
O=C(O[C@@H]1OC2COC(=O)c3cc(O)c(O)c(O)c3-c3c(cc(O)c(O)c3O)C(=O)O[C@@H]([C@H]1O)[C@@H]2O)c1cc(O)c(O)c(O)c1
  u, 4.8%, -0.8%, -7.7%, u, -0.3%, -17.5%, -35.4%, 11.4, -16.3%, -1.3%
O=C(Nc1ccc(Cl)c(Cl)c1)c1ccc(Cl)c(Cl)c1
  -15.4%, 3.1%, 12.4%, -1.5%, 2.6%, u, 28.8%, 8.7%, u, 5.9%, -1.0%
Cc1ccc(S(=O)(=O)/N=C(/Nc2c(C)n(C)n(-c3ccccc3)c2=O)c2ccccc2)cc1
  0.2%, 12.5%, 2.7%, -0.8%, 1.5%, -2.6%, -6.8%, 14.3%, -7.3, 7.4%, -2.0%
Cc1cccc(C)c1OCc1cc(C(=O)N2CCN(C3CCCC3)CC2)no1
  -2.5%, 3.7%, 14.9%, x, 0.5%, -11.6%, 64.3%, -6.9%, 19.1, -4.0%, -0.1%
CCCCC(=O)Nc1sc2c(c1C(=O)OCC)CCC(C=O)=C2Cl
  x, 9.7%, -17.7%, x, 0.8%, -0.4%, x, x, 4.5, x, 0.2%
CCOC(=O)c1cc2c(=O)n3cccc(C)c3nc2n(CCOC)c1=NC(C)=O
  i, -22.7%, -7.3%, -0.7%, 0.2%, 1.2%, 5.0%, 1.1%, 1.6, -0.1%, -0.5%
Cc1cc2[nH]c(=O)c(=O)[nH]c2cc1S(=O)(=O)NC1CCCCC1C (centres undefined)
  -7.3%, 17.7%, 1.9%, -1.9%, 2.0%, x, -6.8%, -14.9%, 1.2, 9.9%, -0.2%
O=C1CCCN1CCCNCCCn1cnc2c(OCc3ccccc3)ncnc21
  9.8%, x, x, -8.7%, x, x, 16.4%, 9.4%, x, 19.7%, x
CCN(CC(=O)NCc1ccc(Cl)cc1)C(=O)c1cnc(Cl)c(Cl)c1
  -0.3%, 5.6%, -4.4%, -6.5%, -1.6%, -2.6%, -1.2%, -12.3%, -5.1, 2.9%, 0.0%
Cc1c(C(=O)Oc2cccc3cccnc23)cccc1[N+](=O)[O-]
  -0.1%, -0.1%, -1.9%, -0.3%, 0.6%, -3.3%, -34.0%, 21.5%, 4.9, 1.8%, u
COc1ccccc1CN1CCCC(N2CCN(c3ccccc3OC)CC2)C1 (centres undefined)
  7.0%, 1.2%, -1.1%, -0.1%, -0.8%, x, -4.2%, 13.1%, 1.0, 12.4%, 0.3%
COc1ccc(C(=O)[C@@H]2CC[C@](C)(C(=O)O)C2(C)C)cc1
  2.3%, 12.3%, 1.8%, 0.9%, 2.6%, -3.0%, -10.5%, -24.9%, -1.5, 8.3%, -0.7%
Cc1ccc(C(C)C)cc1S(=O)(=O)NCc1ccccn1
  1.7%, -1.7%, -1.2%, -2.1%, 0.4%, x, 12.2%, 15.0%, 23.2, -9.7%, -0.3%
CCOc1ccc2nc(SCC(=O)c3ccccc3)sc2c1
  0.6%, -10.9%, 18.4µM*, -8.8%, -8.4%, 17.7%, u, 10.9%, -2.2, 3.6%, 0.3%
O=c1n(-c2ccccc2)c(=O)n2n1CC(O)C2
  -0.4%, -3.9%, 2.2%, 0.9%, 2.4%, -1.4%, 2.3%, 30.4%, -0.7, -1.8%, -0.2%
COc1ccc2[nH]c3c(N4CCC(O)(c5cccc(C(F)(F)F)c5)CC4)ncnc3c2c1
  38.4%[activator], -16.9%, -8.4%, -9.7%, -15.1%, -10.4%, -68.3%, -66.1%[inhibitor], 11.6, -11.2%, -0.3%
O=C(NCCc1cccc(C(F)(F)F)c1)C1CCC(=O)N(CCc2cccc(F)c2)C1 (centres undefined)
  -0.6%, -29.8%, -3.7%, 2.0%, -0.9%, 5.3%, 21.2%, -15.2%, 19.8, -3.2%, 0.5%
Nc1nc2n(n1)C(c1ccco1)CC(c1ccccc1)N2 (centres undefined)
  2.1%, 0.1%, 0.3%, -1.0%, -1.3%, 6.6%, -39.1%, -25.5%, -0.7, -6.6%, -0.2%
COc1ccc(-c2ccc(C3C(C#N)=C(N)Oc4n[nH]c(C)c43)o2)cc1 (centres undefined)
  -2.2%, 22.5%, 8.0%, 4.4%, -0.8%, 2.6%, 1.9%, 10.4%, 0.1, x, 3.8%
CCCCCCOc1ccc(N2C(=O)CC(NCCc3ccc(S(N)(=O)=O)cc3)C2=O)cc1 (centres undefined)
  -3.1%, -18.1%, 0.8%, -2.2%, -1.3%, -4.7%, 4.2%, -9.6%, -1.4, -4.7%, -0.1%
CNC(=O)CN1C(=O)NC2(CCc3ccccc3C2)C1=O (centres undefined)
  -1.0%, -20.7%, -2.3%, -2.4%, 1.8%, -2.8%, 23.0%, 3.6%, 0.4, 0.0%, 0.2%
COc1ccc(CC(=O)N/N=C/c2ccc(Cl)s2)cc1OC
  -2.0%, -4.3%, -9.9%, -4.1%, -0.8%, 8.6%, 2.5%, 31.7%, u, 1.5%, -0.9%
N/C(=N\OC(=O)Cc1ccccc1)c1ccncc1
  3.8%, 4.4%, 4.4%, -5.7%, -0.2%, 8.6%, 11.8%, 20.2%, -0.1, 4.2%, 0.4%
CCOc1ccc(CN2CCNC(=O)C2CC(=O)NCc2csc(C(C)C)n2)cc1 (centres undefined)
  -2.3%, u, -2.5%, -4.1%, 2.7%, 7.8%, -2.1%, 2.3%, -4.9, 4.3%, -0.6%
CCNC(=S)NCc1ccc(Cl)cc1
  4.2%, x, x, -5.7%, x, x, -2.5%, 15.1%, x, -0.7%, x
COc1ccc(N(CC(=O)Nc2cc(Cl)ccc2OC)C2=NC3CS(=O)(=O)CC3S2)cc1 (centres undefined)
  5.5%, -9.0%, -5.7%, 0.2%, 0.0%, 13.2%, 3.7%, -7.5%, -0.5, 2.3%, 0.0%
CCCC(=O)Nc1ccc2nn(-c3ccc(OC)cc3)nc2c1
  250.4%[activator], -9.3%, u, 0.3%, -0.6%, x, u, 0.0%, -0.3, -4.0%, -0.4%
O=C(CS(=O)(=O)Cc1ccccc1)Nc1nc2c(s1)CCCC2
  0.9%, -21.3%, 10.3%, -1.5%, 1.8%, -2.7%, 5.3%, 2.4%, u, 3.0%, 0.1%
